PTEN del growth – suppresses growth of cells with PTEN deletion; HCT116 PTEN-null viability, CellTiter-Glo, 60 h; stronger effect = lower value; viability, % at 10 µM; hit rate 1.2% among 140,000; AID 827;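 active = viability at or below a set limit, 4 SD under the median of all tested compounds, cut at about 3.7% in these data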;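 also: PTEN knockout HCT116 line with beta catenin targeted HCT116 as companion control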
GALR2 blocker – GALR2 (human) receptor antagonism; inhibition, % at 4 µM; O43603; AID 828; hit rate 0.39% among 140,000; GALR2-expressing cells, antagonist mode; in the data active = inhibition above about 27%;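 also: cells stimulated with galanin 1-16 at roughly its EC80; 0% = agonist challenge control and 100% = basal control without agonist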
Target sequence (O43603 whole entry, looked up): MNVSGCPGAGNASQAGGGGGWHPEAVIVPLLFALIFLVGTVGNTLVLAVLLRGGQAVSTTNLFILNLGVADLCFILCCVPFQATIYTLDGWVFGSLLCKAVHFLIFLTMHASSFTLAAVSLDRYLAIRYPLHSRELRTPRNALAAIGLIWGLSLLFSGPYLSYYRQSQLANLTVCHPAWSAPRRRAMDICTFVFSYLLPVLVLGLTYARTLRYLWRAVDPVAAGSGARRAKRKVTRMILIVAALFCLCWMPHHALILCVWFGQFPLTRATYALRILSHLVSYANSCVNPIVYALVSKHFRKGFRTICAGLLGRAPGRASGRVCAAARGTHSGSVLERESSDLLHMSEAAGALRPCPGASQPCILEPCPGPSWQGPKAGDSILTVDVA
Yeast lifespan up – extends the lifespan of yeast; S. cerevisiae growth with nicotinamide, OD615; deaD strain in restrictive glucose medium; inhibition of the nicotinamide effect, % at 10 µM; hit rate 0.68% among 130,000; AID 775;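 active = inhibition above a set limit, placed 3 SD over the median of all compounds, cut at about 26% in these data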;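 also: 0% = nicotinamide-treated wells and 100% = cells grown without nicotinamide; some compounds called inactive have numbers as strong as hits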
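Test system – modified budding yeast, DeaD strain · Compound – single dose 10 µM compound, 0.25% DMSO · Times – culture preincubation 4 h, compound exposure 48 h, both 30 °C · Detection – optical density (absorbance) at 615 nm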
E-sel TNF inh – blocks E-selectin expression induced by TNF alpha; AID 1246; hit rate 0.71% among 120,000; inhibition, % at 2 µM; HUVEC TNFa-induced E-selectin immunofluorescence, high content;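 active = inhibition above the batch mean plus 3 SD, and confirmed as a hit on visual image review, cut at about 43% in these data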;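 also: 0% = TNF-stimulated DMSO wells and 100% = unstimulated control wells; not every result past the cut was called active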
Measles CPE – protection of cells from measles virus; hit rate 1.5% among 140,000; Measles virus-infected cells, CPE protection, absorbance; AID 841; protection (pct of control), % at 4 µM; in the data active = protection mostly above about 24%, no sharp cut-off; inactive = mostly below about 26%; also: some compounds called inactive have numbers as strong as hits
HCT116 bCat-KO – beta-catenin-lacking colon tumor cell growth suppression; HCT116 beta-catenin knockout viability, CellTiter-Glo, 60 h; stronger effect = lower value; viability, % at 10 µM; hit rate 1.5% among 140,000; AID 818;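 active = viability at or under a set limit, the compound median less 4 SD, cut at about 6% in these data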;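 also: 0% = Hyamine 1622 control at 20 µM and 100% = untreated cell control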
NPY-Y2 antag – NPY-Y2 (human) receptor antagonism. hit rate 0.99% among 140,000. P49146. inhibition, % at 2.7 µM. NPY-Y2 expressing cells, antagonist mode; in the data active = inhibition above about 17%;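 also: 0% = vehicle with agonist challenge and 100% = reference antagonist with challenge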
Target sequence (P49146 whole entry, looked up): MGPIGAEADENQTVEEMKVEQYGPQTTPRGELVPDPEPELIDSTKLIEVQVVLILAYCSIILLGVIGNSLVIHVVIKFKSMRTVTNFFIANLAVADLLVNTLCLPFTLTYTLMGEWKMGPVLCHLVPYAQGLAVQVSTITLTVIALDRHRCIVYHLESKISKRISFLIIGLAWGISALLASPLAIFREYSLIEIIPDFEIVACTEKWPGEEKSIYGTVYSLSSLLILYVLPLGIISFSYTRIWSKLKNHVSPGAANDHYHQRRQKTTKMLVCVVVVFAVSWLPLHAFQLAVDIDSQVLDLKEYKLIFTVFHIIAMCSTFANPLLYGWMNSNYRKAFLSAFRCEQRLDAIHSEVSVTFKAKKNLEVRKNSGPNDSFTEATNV
MRP1 act – activators of MRP-1 | H69AR cells + doxorubicin, viability rescue, CellTiter-Glo | viability increase, % at 10 µM | hit rate 0.61% among 140,000;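 active = viability gain under doxorubicin at or above a set limit, the compound median plus 3 SD, cut at about 4.7% in these data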;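 also: MRP-1 overexpressing cells given doxorubicin 25 µM after compound pretreatment; 18-22 h compound pretreatment then 72 h with doxorubicin before readout; 0% = doxorubicin-only wells and 100% = vehicle-treated cells without doxorubicin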
Phagocytosis inh – inhibitors of macrophage phagocytosis. J774A.1 macrophage IgG-bead phagocytosis, imaging. inhibition, % at 5 µM. hit rate 0.07% among 110,000;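 active = inhibition above the mean of the plate negative controls plus 5 SD, cut at about 13% in these data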;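 also: phagocytic index as fraction of beads internalized from green versus red external bead signal; plate controls were DMSO negative control for no effect and cytochalasin-D positive control for full effect; some results beyond the cut were filed as inactive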
BB579 growth dn – chemicals that inhibit yeast BB579 growth in restrictive medium (lifespan-shortening candidates); inhibition, % at 10 µM; S. cerevisiae BB579 growth, OD615, 48 h; hit rate 0.51% among 140,000;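 active = inhibition above a set limit, 3 SD over the mean compound inhibition, cut at about 44% in these data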; also: inactives centre near -24
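controls = amphotericin B 10 µg/mL, positive | assay system = DeaD yeast strain BB579 | schedule = 48 h compound exposure at 30 °C after 4 h preincubation | detection = OD615 turbidity measurement | medium = restrictive CSMM-D medium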
* marks the source's active call; other numbers are inactive results; nt = no result given.

SMILES	PTEN del growth	GALR2 blocker	Yeast lifespan up	E-sel TNF inh	Measles CPE	HCT116 bCat-KO	NPY-Y2 antag	MRP1 act	Phagocytosis inh	BB579 growth dn
Cc1[nH]nc(SCC(=O)NCc2ccc(Cl)cc2)c1[N+](=O)[O-]	93	-6	2	27	20	92	1	0.0	0	-26
COc1ccc(CNC(=O)/C=C/c2cc([N+](=O)[O-])ccc2OC(F)F)cc1OC	79	-15	-15	8	12	94	6	-3.0	-1	-20
O=C(COC(=O)C1CC2C=CC1C2)NCc1ccco1 (centres undefined)	101	-8	-6	3	8	85	0	-3.4	0	-1
O=C(O)CCC1COc2ccccc2O1 (centres undefined)	101	-6	-3	2	9	101	4	-1.2	1	-12
COC(=O)Cn1c(=NC(=O)c2ccc(OC)c(OC)c2)sc2cc(OC)ccc21	96	2	0	nt	9	94	1	-1.2	2	-35
O=S(=O)(c1ccc(OCC(O)CN2CCN(c3ccc(F)cc3)CC2)cc1)N1CCOCC1 (centres undefined)	79	1	-2	20	5	77	0	-2.3	-1	-40
O=C(/C(C=Nc1ccc(Br)cc1)=C(/O)c1ccco1)C(F)(F)F	90	-2	1	-2	8	84	1	2.5	-2	-38
COc1ccc(-c2nnn(CCC(=O)O)n2)cc1	101	-12	-9	-12	24	90	4	-0.4	-1	-5
Cn1ccnc1SCC(=O)c1cc2ccccc2o1	102	11	-9	nt	8	100	3	-4.1	nt	-14
Cc1nc2cc(N3CCCCC3)c(NC(=O)c3cccnc3)cc2c(=O)n1Cc1ccccc1	102	-10	-3	-9	6	103	6	1.6	1	-23

Of the compounds above, two have a nitro group on carbon:
SMILES	PTEN del growth	GALR2 blocker	Yeast lifespan up	E-sel TNF inh	Measles CPE	HCT116 bCat-KO	NPY-Y2 antag	MRP1 act	Phagocytosis inh	BB579 growth dn
Cc1[nH]nc(SCC(=O)NCc2ccc(Cl)cc2)c1[N+](=O)[O-]	93	-6	2	27	20	92	1	0.0	0	-26
COc1ccc(CNC(=O)/C=C/c2cc([N+](=O)[O-])ccc2OC(F)F)cc1OC	79	-15	-15	8	12	94	6	-3.0	-1	-20

(more compounds)
SMILES	PTEN del growth	GALR2 blocker	Yeast lifespan up	E-sel TNF inh	Measles CPE	HCT116 bCat-KO	NPY-Y2 antag	MRP1 act	Phagocytosis inh	BB579 growth dn
COC(=O)c1cc(C#N)c(NCc2ccc(Cl)cc2Cl)nc1C	100	1	-15	29	12	88	3	-1.5	nt	-27
CSc1ccc(Cl)c(C(=O)NC2CCCC2)c1	100	-3	-10	-8	9	93	0	0.2	1	-74
Cc1nnc(SCC(=O)N2CCc3ccccc3C2)s1	98	-4	-13	6	4	87	2	-1.2	-1	25
COc1ccc(N/N=C(/C#N)S(=O)(=O)c2nsc(C)c2C#N)cc1	82	-1	-8	1	17	96	3	-3.1	1	-29
Cc1ccc2c(COn3nnc4ccc(S(=O)(=O)N(C)C)cc43)cc(=O)oc2c1C	95	-9	-13	5	14	96	6	-2.4	-1	-71
O=C(Oc1ccnc2cc(Cl)ccc12)N1CCOCC1	86	-13	-13	-14	8	88	1	-1.5	1	-22
CCCNC(=O)C12CCC(C)(C(=O)C1Br)C2(C)C (centres undefined)	99	-3	-4	nt	11	93	0	-1.9	1	8
C/C(=N\NC(=O)c1cc(-c2ccc(C)s2)[nH]n1)c1ccco1	94	-3	-5	nt	26	99	5	-0.3	-8	-50
N#CC1=C(N)N(c2ccc(F)cc2)C(=O)C1	102	8	-4	1	8	95	1	-4.3	-1	29
C/C(=N/N=C/c1ccc(N(C)C)cc1)c1ccccc1	87	3	-6	-16	30	83	1	1.1	7	5
CCn1c(NCc2ccc(N(C)C)cc2)nc2ccccc21	76	3	-8	-4	4	89	3	0.0	0	4
Cc1ccccc1/C(N)=N/OC(=O)N1c2ccccc2Sc2ccccc21	56	12	-22	-67	6	49	-1	-4.9	nt	-63
CCOC(=O)C1=C(C)N(c2ccc(C)cc2)C(=O)/C1=C\c1cccs1	75	0	-12	16	3	68	-2	-5.0	2	-18
CCOc1c(Cl)cc(C(=O)NCCN2CCCCC2)cc1Cl	93	-12	-13	-22	3	97	2	-1.3	1	-7
COc1ccc2c(C)cc(=O)oc2c1C	109	-2	-26	nt	3	112	3	-0.4	2	-10
N#Cc1cc(S(=O)(=O)c2ccccc2)c(N)[nH]c1=O	96	5	-7	9	18	98	0	0.9	0	-32
CCCCNC(=O)CC(NS(=O)(=O)c1ccc(C)cc1)c1ccco1 (centres undefined)	101	-11	-8	-26	21	98	2	-2.5	0	-20
COc1ccc(CC(=O)NC2CCN(CC(=O)N3CCCc4ccccc43)CC2)cc1OC	101	17	-11	nt	3	101	0	-2.8	-1	1
COC(=O)c1nn(-c2ccccc2)c(=O)cc1Oc1ccc(Cl)cc1	93	7	-14	-33	16	92	3	-0.1	nt	-16
Cc1ccc(-c2noc(C3CCCN(C(=O)c4ccc(F)cc4F)C3)n2)cc1 (centres undefined)	66	-5	-3	16	13	73	2	1.7	0	-34

Ordered by number of heavy atoms (descending): three of the compounds above
SMILES	PTEN del growth	GALR2 blocker	Yeast lifespan up	E-sel TNF inh	Measles CPE	HCT116 bCat-KO	NPY-Y2 antag	MRP1 act	Phagocytosis inh	BB579 growth dn
Cc1ccc(-c2noc(C3CCCN(C(=O)c4ccc(F)cc4F)C3)n2)cc1 (centres undefined)	66	-5	-3	16	13	73	2	1.7	0	-34
COC(=O)c1nn(-c2ccccc2)c(=O)cc1Oc1ccc(Cl)cc1	93	7	-14	-33	16	92	3	-0.1	nt	-16
CCOc1c(Cl)cc(C(=O)NCCN2CCCCC2)cc1Cl	93	-12	-13	-22	3	97	2	-1.3	1	-7

(list continues)
SMILES	PTEN del growth	GALR2 blocker	Yeast lifespan up	E-sel TNF inh	Measles CPE	HCT116 bCat-KO	NPY-Y2 antag	MRP1 act	Phagocytosis inh	BB579 growth dn
CC(/C=N/Nc1nnc2c(n1)[nH]c1ccccc12)=C\c1ccco1	85	-12	-2	nt	4	89	3	-3.5	0	-38
Cc1c(S(=O)(=O)Nc2cc(Cl)ccc2Cl)c(=O)n(C)c(=O)n1C	104	-2	0	nt	10	93	0	-1.4	nt	-83
CSCCC(NC(=O)c1cccc([N+](=O)[O-])c1)C(=O)O (centres undefined)	105	12	-2	nt	18	105	3	-1.1	-8	-12
COC(=O)c1ccc(-c2ccc(C(=O)N3CCCN(C)CC3)cc2)cc1	87	9	-10	-4	22	93	0	-0.6	0	-33
CC1(C)NC(=O)N(CCCCOc2ccc(Cl)cc2)C1=O	95	-3	-8	0	10	93	2	2.1	nt	-28
O=C(NCCNS(=O)(=O)c1ccccc1Cl)c1cc(OCC(F)(F)F)ccc1OCC(F)(F)F	98	-2	-17	12	5	79	3	-2.1	nt	-41
N#Cc1ccc(-c2csc(NNC(=O)c3ccccc3)n2)cc1	10	3	6	7	3	10	1	-2.6	nt	-46
CC(=O)c1ccc(OCC(O)CN2CCN(CCN3C(=O)c4cccc5cccc(c45)C3=O)CC2)cc1 (centres undefined)	37	-9	2	-23	5	35	1	0.5	-3	-30
CCCCSc1nc(NCc2ccco2)c2c3c(sc2n1)COC(C)(C)C3	65	-6	-4	34	7	80	4	-4.4	-2	9
CCN1CCN(c2cc(SC(C)C)nc(-c3ccc(OC)cc3)n2)CC1	56	-10	-14	-24	21	60	8	-2.7	nt	35

Individual results from the results shown:
Result for `Cc1ccccc1/C(N)=N/OC(=O)N1c2ccccc2Sc2ccccc21` under HCT116 bCat-KO: 49
Result for `C/C(=N/N=C/c1ccc(N(C)C)cc1)c1ccccc1` under E-sel TNF inh: -16

Structural class: the entries above containing a thiophene ring, fused or not
SMILES	PTEN del growth	GALR2 blocker	Yeast lifespan up	E-sel TNF inh	Measles CPE	HCT116 bCat-KO	NPY-Y2 antag	MRP1 act	Phagocytosis inh	BB579 growth dn
C/C(=N\NC(=O)c1cc(-c2ccc(C)s2)[nH]n1)c1ccco1	94	-3	-5	nt	26	99	5	-0.3	-8	-50
CCOC(=O)C1=C(C)N(c2ccc(C)cc2)C(=O)/C1=C\c1cccs1	75	0	-12	16	3	68	-2	-5.0	2	-18
CCCCSc1nc(NCc2ccco2)c2c3c(sc2n1)COC(C)(C)C3	65	-6	-4	34	7	80	4	-4.4	-2	9

(continued)
SMILES	PTEN del growth	GALR2 blocker	Yeast lifespan up	E-sel TNF inh	Measles CPE	HCT116 bCat-KO	NPY-Y2 antag	MRP1 act	Phagocytosis inh	BB579 growth dn
CC(=O)NCC(=O)N(C)C(C(=O)Nc1ccc2c(c1)OCCO2)c1ccccc1 (centres undefined)	103	11	-6	-27	26	87	-1	-1.1	nt	-26
CN1CCCN(C(=O)/C=C/c2ccc(F)cc2)CC1	96	-1	1	-25	3	95	6	0.1	-4	-8
COc1cc(C2Nc3cc(Cl)c(S(N)(=O)=O)cc3S(=O)(=O)N2)cc(OC)c1OC (centres undefined)	105	14	3	nt	8	101	-1	-1.1	0	-63
Cc1c(NC(=O)Cc2ccccc2)cccc1C(=O)NN1C(=O)c2ccccc2C1=O	108	5	2	-22	13	89	2	2.6	5	-23
O=C(Cn1cccc1C(=O)c1ccccc1)NCc1cccnc1	82	5	-7	11	0	94	2	-3.2	nt	-30
Cc1cc(NS(=O)(=O)c2ccc(Cl)cc2)nn1CC(=O)NCc1ccco1	98	0	-10	-37	15	89	2	-1.3	4	-101
CCOCCc1nnc(NC(=O)c2cc(OC)c(OC)c(OC)c2)s1	98	6	-4	25	1	100	1	-3.4	-2	-21
CC1CCCC(C)N1C(=O)Cn1c(=O)sc2ccccc21 (centres undefined)	88	nt	-7	nt	8	86	nt	-1.4	0	-10
COc1cccc(OCC(O)CN2CCN(c3ncccn3)CC2)c1 (centres undefined)	92	10	13	nt	4	91	3	-1.9	13	-18
Cc1ccc(S(=O)(=O)O/N=C2\CCCc3ccccc32)cc1	99	5	-4	-24	9	88	2	-1.9	0	-12
CCn1c(SC)nnc1-c1sc2cc(Cl)ccc2c1Cl	83	3	-10	14	4	77	10	-1.1	-1	-8
Cc1cc(C)c2sc(NNC(=O)c3ccc(S(=O)(=O)N4CCc5ccccc5C4)cc3)nc2c1	7	-1	3	-4	3	7	-2	-4.3	nt	27
C=C(C)CN1C(=O)C(O)(CC(=O)c2ccc3c(c2)OCCO3)c2ccccc21 (centres undefined)	79	5	2	-7	2	25	3	-3.2	-2	-17
Cc1ccc(Cn2nc(C)c(NC(=O)c3cc(C)no3)c2C)cc1	102	9	-5	nt	31	100	-1	0.3	0	-1
O=C(CSc1nnc(-c2cccnc2)n1Cc1ccccc1)NCc1ccco1	86	7	-10	nt	8	87	0	-1.8	-1	-14
COC(=O)c1cccc(S(=O)(=O)N(Cc2ccco2)Cc2cc3cc(OC)c(OC)cc3[nH]c2=O)c1	82	0	-4	13	9	72	2	-2.2	0	-31
O=C(c1ccccc1)c1cc2ccc(O)cc2oc1=O	79	3	-15	17	15	84	-1	-2.6	nt	-16
C[N+]12CCC(CC1)C(OC(=O)C(O)(c1ccccc1)c1ccccc1)C2 (centres undefined)	95	9	3	nt	42	91	3	-0.8	nt	-54
Cc1cccc(/C=C2/SC(=O)N(Cc3ccccc3)C2=O)n1	101	7	-4	-2	21	98	5	1.4	-1	-28
